Screening data (PubChem BioAssay)
West Nile antiviral: West Nile virus antiviral activity, cell-based, CPE readout (AID 1621); West Nile virus-infected cells, CPE inhibition; higher % means a stronger effect; one-dose CPE inhibition, % at 10 µM; IC50 in µM for titrated hits; 290,000 compounds, 0.02% hits; in the data active = a potency from the dose series; inconclusive = CPE inhibition mostly from about 3.7% at the one dose, without a potency; inactive = the rest, 99 in 100 with CPE inhibition below about 2.2%; note: strong numbers were not always called active
Large T inhibition: SV40 large T antigen inhibitors, biochemical (AID 1903). SV40 large T antigen ATPase/helicase inhibition assay; higher % means a stronger effect. one-dose inhibition, % at 20 µM; IC50 in µM for titrated hits. 310,000 compounds, 0.39% hits; in the data active = a potency from the dose series; inconclusive = inhibition mostly from about 32% at the one dose, without a potency; inactive = the rest, 99 in 100 with inhibition below about 32%; note: strong numbers were not always called active
K1F lysis inhibition: inhibition of K1F phage lysis, E. coli UTI89, bacterial capsule biogenesis inhibitors, alamar blue (AID 488966); E. coli UTI89 K1F phage lysis, alamar blue, 2 h; higher % means a stronger effect; inhibition, % at 100 µM; hits with a dose series show IC50 in µM; 340,000 compounds, 0.02% hits;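 active = phage lysis inhibition, versus mean bacterial control, above a set limit; inconclusive = no clear call, values can overlap the other calls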;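 note: capsule biogenesis inhibitors block K1F phage lysis so surviving cells raise fluorescence; higher fluorescence means more inhibition of phage lysis; actives were called in the ten point dose series up to 300 µM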
SIAH1 antagonists: Siah-1 peptide-binding antagonists, primary screen, biochemical, fluorescence polarization, rhodamine-plectin, uHTS (AID 1817). E3 ubiquitin-protein ligase SIAH1 (Homo sapiens). Siah-1 / rhodamine-plectin peptide fluorescence polarization; higher % means a stronger effect. one-dose displacement, % at 20 µM; IC50 in µM for titrated hits. 290,000 compounds, 0.02% hits;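 active = displacement of at least 50% at 20 µM, with a fluorescence ratio check between 0.3 and a set limit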;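 note: plate controls were Siah plus tracer with DMSO for no effect and tracer alone without Siah for full effect; strong numbers were not always called active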
NTR1 ag: agonists of NTR1, primary screen, imaging, U2OS cells, beta-arrestin-GFP, high content (AID 493036); Neurotensin receptor type 1 (Homo sapiens), P30989; NTR1-U2OS beta-arrestin-GFP spot imaging, agonist mode; activation, % at 20 µM; 330,000 compounds, 0.17% hits;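 active = activation at or above 40% of the spot to cytoplasm intensity ratio, with at least 20 cells analyzed; inconclusive = wells under 20 cells, flagged as cytotoxic or low count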;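 note: 0% = DMSO without peptide and 100% = 100 nM NTR1 peptide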
Target sequence (P30989 whole entry, looked up): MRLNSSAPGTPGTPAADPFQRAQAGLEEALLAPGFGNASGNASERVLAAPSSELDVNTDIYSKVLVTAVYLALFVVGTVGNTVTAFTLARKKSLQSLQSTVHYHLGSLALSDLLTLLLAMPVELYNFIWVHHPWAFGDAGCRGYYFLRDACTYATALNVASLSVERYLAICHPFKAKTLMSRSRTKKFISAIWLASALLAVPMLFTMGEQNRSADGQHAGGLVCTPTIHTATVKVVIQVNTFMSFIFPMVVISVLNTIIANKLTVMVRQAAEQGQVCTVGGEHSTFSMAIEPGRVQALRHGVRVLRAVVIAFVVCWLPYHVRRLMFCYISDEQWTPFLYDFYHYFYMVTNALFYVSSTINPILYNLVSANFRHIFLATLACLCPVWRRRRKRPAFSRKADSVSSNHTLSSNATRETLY
Dengue-2 NS5 capping: Dengue-2 NS5 methyltransferase inhibitors, primary screen, biochemical, confirmation dose response (AID 588689). Genome polyprotein (Dengue virus type 2 (strain 16681-PDK53)). Dengue-2 NS5 methyltransferase capping enzyme assay, biochemical; higher % means a stronger effect. one-dose inhibition, % at 25 µM; IC50 in µM for titrated hits. 340,000 compounds, 0.3% hits; in the data active = a potency from the dose series; inconclusive = inhibition above about 29% without an active follow-up result
MgcRacGAP inhibition: MgcRacGAP GTPase-activating activity inhibitors, confirmation, biochemical, ADP Hunter fluorescence; MgcRacGAP-stimulated Rac1 GTP hydrolysis, ADP Hunter fluorescence; higher % means a stronger effect; GST-tagged Rac1 F28L mutant substrate; 340,000 compounds, 0.6% hits; Rac GTPase-activating protein 1 (Homo sapiens); inhibition, % at 30 µM; hits with a dose series show IC50 in µM;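 active = first-screen hits whose inhibition reached a set limit at any dose in the follow-up dose series; inconclusive = inhibition above the set first-screen limit but never retested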;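 note: fluorescence reports GDP produced by GAP-driven GTP hydrolysis; strong numbers were not always called active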
AID2073: inhibitors of Mint1-CaV2.2 protein interaction, biochemical, HTRF (AID 2073); Voltage-dependent N-type calcium channel subunit alpha-1B (Homo sapiens); HTRF protein-protein interaction, Mint1-CaV2.2; higher % means a stronger effect; inhibition, % at 20 µM; hits with a dose series show IC50 in µM; 290,000 compounds, 0.19% hits; in the data active = inhibition mostly above about 51%, no sharp cut-off; inconclusive = no clear call, values can overlap the other calls; inactive = mostly below about 53%; note: some results filed as inactive read as strong as hits
RSV antiviral HEp-2: RSV antiviral activity via CPE protection, HEp-2 cells, primary 10 µM value included (AID 2391); HEp-2 cells, RSV-induced CPE inhibition; higher % means a stronger effect; CPE inhibition, % at 10 µM; hits with a dose series show IC50 in µM; 310,000 compounds, 0.13% hits; in the data active = a potency from the dose series; inconclusive = CPE inhibition mostly from about 23% at the one dose, without a potency; inactive = the rest, 99 in 100 with CPE inhibition below about 21%; note: strong numbers were not always called active
NTR1 ag cell count 20 µM: second read-out of NTR1 ag, no call of its own (marks repeat the call); cell count; measured here: cell count, cytotoxicity flag
* marks the source's active call; other numbers are inactive results; ? = inconclusive; nt = no result given; [ ] = dose if it differs, or a comment.

SMILES	West Nile antiviral	Large T inhibition	K1F lysis inhibition	SIAH1 antagonists	NTR1 ag	NTR1 ag cell count 20 µM	Dengue-2 NS5 capping	MgcRacGAP inhibition	AID2073	RSV antiviral HEp-2
COC(=O)c1ccc2c(=O)n(CCN3CCOCC3)c(SCC(=O)Nc3ccc(C)cc3)nc2c1	-0.6%	8%	-0.1%	4%	-0.3	66	5%	-32%	3%	-0.1%
C/C(=N\NC(=O)c1ccc(NS(=O)(=O)c2cccs2)cc1)c1ccc2ccccc2c1	-0.4%	4%	0.4%	-7%	15	70	1%	6%	18%	43%
O=C(NN1C(=O)C2C3C=CC(O3)C2C1=O)c1ccncc1 (stereo not drawn)	1.6%	7%	0.4%[50 µM]	5%	-0.7	38	-7%	2%	21%	3.6%
Cc1ccc(OCC(=O)Nc2ccc(S(=O)(=O)Nc3ccccn3)cc2)cc1	0.1%	0%	-1.4%	-8%	1.2	38	10%	8%	5%	1.6%
Cc1cc(N2CCCCCC2)nc2ccccc12	-0.3%	12%	1.9%	-2%	1.1	82	2%	23%	42%	-0.3%
CCCOc1ccc(C(=O)NC(=S)NCc2cccnc2)cc1	-1.6%	9%	2.9%	-5%	-0.7	67	-2%	7%	-11%	13%
O=C(NCCC1=CCCCC1)C1CCC(CNc2c(N3CCCC3)c(=O)c2=O)CC1 (stereo not drawn)	0.2%	10%	0.2%	3%	1.2	57	-2%	9%	-12%	3.5%
COc1ccccc1-c1cc(C(=O)O)c2c(=O)n(C)c(=O)n(Cc3ccccc3)c2n1	0.1%	2%	0.1%	5%	4.6	38	-9%	9%	13%	2.5%
CC(Oc1ccc(Cl)cc1)c1ccnn1S(=O)(=O)c1ccc(Cl)cc1 (stereo not drawn)	-0.3%	6%	0.0%	-1%	2.6	87	-4%	7%	-1%	19%
COC(=O)C(CC(C)C)N1CCC(=O)c2ccccc2S1(=O)=O (stereo not drawn)	0.9%	33%	-0.2%	22%	2.0	68	0%	-1%	-6%	4.3%
CCc1ccc2[nH]c(=O)c(CN(CCCN3CCOCC3)C(=O)Nc3ccc(Cl)cc3)cc2c1	-0.1%	3%	-0.8%	-6%	0.6	42	-12%	11%	-7%	0.0%
COc1ccc(NC(=O)N(CCc2ccccc2)Cc2cc3c(C)cc(C)cc3[nH]c2=O)cc1	0.1%	19%	0.3%	-2%	1.2	64	-6%	4%	7%	-0.3%
CCOc1ccc(S(=O)(=O)Nc2nccs2)cc1	0.4%	23%	-1.2%	2%	0.1	38	6%	2%	1%	3.3%
CCCc1c(C)c2cc(C)ccc2[nH]c1=O	0.1%	16%	-0.1%	4%	2.6	49	-5%	9%	4%	-3.9%
Cc1ccc(NC(=O)C(=O)NCC2OCCc3ccccc32)cc1 (stereo not drawn)	-0.3%	nt	-0.8%	4%	1.0	41	4%	2%	-11%	2.6%
CCOc1ccc(S(=O)(=O)N2CCN(CC(O)COc3cccc([N+](=O)[O-])c3)CC2)cc1 (stereo not drawn)	-1.3%	6%	-0.1%	1%	1.3	55	-10%	3%	-13%	?
O=C(NC1CCS(=O)(=O)C1)c1cccc(S(=O)(=O)N2CCCCC2)c1 (stereo not drawn)	-0.1%	7%	0.2%	3%	-1.4	78	2%	13%	-3%	1.1%
CC1(C)Cc2ccccc2C(=NC(Cc2c[nH]c3ccccc23)C(=O)O)N1 (stereo not drawn)	0.0%	-4%	0.1%	-7%	1.0	38	-3%	10%	2%	0.6%
CCOC(=O)c1ccc(NC2Nc3cc(C)nn3S2)cc1 (stereo not drawn)	0.1%	2%	0.5%	-8%	1.1	72	-5%	14%	0%	0.7%
Cc1ccccc1N(CC(=O)NC1CCCC1)C(=O)c1csnn1	-0.5%	-2%	-0.2%	2%	-1.1	54	-2%	4%	-3%	1.2%
CC1(C)Cc2c(cnn2-c2ccccc2)-c2c1c1ccccc1n2CC(O)CBr (stereo not drawn)	0.1%	8%	1.4%	0%	23	76	-2%	-3%	13%	4.4%
COCCn1c(=NC(=O)c2cccs2)sc2cc(NC(C)=O)ccc21	0.3%	5%	4.2%	4%	-0.3	66	4%	10%	1%	1.8%
Cc1cccc(NC(=O)C(C)Sc2nnc(-c3cccnc3)o2)c1 (stereo not drawn)	nt	nt	0.5%[50 µM]	nt	2.3	55	-5%	4%	nt	2.6%
O=C(Nc1ccc2c(c1)OCO2)c1ccc(NC2CC2)c([N+](=O)[O-])c1	-0.8%	12%	3.5%	-7%	0.6	57	3%	2%	3%	-0.5%
NS(=O)(=O)c1ccc(N/N=C/C=C/c2ccccc2[N+](=O)[O-])cc1	-0.5%	8%	-0.5%	4%	1.6	57	-12%	9%	-19%	9.5%
Cc1cc2cc(CCNS(=O)(=O)c3ccc(F)cc3)c(=O)[nH]c2cc1C	-0.2%	5%	-0.1%	-4%	-0.8	53	-7%	2%	-1%	2.7%
CC(C)CCNC(=O)c1onc(CSc2nc3ccccc3[nH]2)c1C(=O)NCCC(C)C	-1.1%	9%	0.4%	10%	4.3	94	-2%	8%	9%	0.3%
Cc1cc(C)c(/C=C(\C#N)S(=O)(=O)c2ccccc2)[nH]1	-0.7%	9%	-2.0%	0%	0.1	50	8%	-13%	-3%	nt
O=C(NCCSc1ncc(-c2ccc(F)cc2)[nH]1)c1ccco1	nt	14%	1.6%[50 µM]	nt	0.7	69	-6%	8%	nt	-1.5%
N#C/C(=C/c1cc(Cl)c(O)c(Cl)c1)C(=O)N1CCCCC1	-0.1%	9%	0.1%	3%	-0.2	66	7%	11%	10%	1.4%
CC(C)(C)C(=O)NC(CC(=O)O)c1ccccc1 (stereo not drawn)	0.2%	5%	-0.6%	6%	1.9	65	2%	-9%	-2%	3.0%
NNC(=O)c1ccncc1	nt	12%	5.8%	5%	-2.2	46	-5%	5%	9%	nt
c1ccc(CCc2nc(-c3ccccn3)no2)cc1	0.0%	5%	5.4%	0%	1.7	44	-6%	6%	-5%	0.5%
O=c1c2nccnc2[nH]c(=S)n1Cc1ccccc1	-0.2%	6%	0.0%	-4%	0.1	63	-3%	13%	-3%	-1.2%
COc1nccnc1NS(=O)(=O)c1ccc(NS(=O)(=O)c2ccc(NC(C)=O)cc2)cc1	0.0%	4%	-1.2%	-4%	-0.6	101	-10%	5%	4%	0.6%
CCOc1ccccc1CNS(=O)(=O)c1cc(-c2cc(C)no2)ccc1C	0.2%	9%	0.1%	-2%	4.2	50	-9%	4%	2%	22%
Cc1c(/C=N/O)c2ccccn2c1C(=O)c1ccc(F)cc1	-1.1%	-1%	0.1%	3%	0.5	107	-1%	25%	1%	2.6%
Cc1ccc(NS(=O)(=O)c2cccc(C(=O)NCCCn3ccnc3)c2)cc1	nt	16%	1.2%[50 µM]	nt	0.5	57	2%	7%	nt	0.4%
O=C(NC12CC3CC(CC(C3)C1)C2)N1CCC(O)(c2ccc3c(c2)OCO3)CC1	-0.9%	0%	-0.7%	2%	4.4	59	0%	4%	2%	-0.1%
COC(=O)c1ccccc1S(=O)(=O)N1CCC(c2nc3ccccc3o2)CC1	-0.4%	10%	-0.2%	-2%	0.5	56	-7%	0%	-6%	1.8%
COC(=O)C1(C)NC(c2ccc(O)cc2)C2C(=O)N(c3ccc4c(c3)OCCO4)C(=O)C21 (stereo not drawn)	0.8%	3%	-0.4%	3%	-1.4	83	-11%	-3%	1%	1.9%
COC(=O)C1C(=O)CC(C)(O)C(C(=O)OC)C1c1ccccc1F (stereo not drawn)	0.3%	1%	3.0%	-4%	-0.5	45	-7%	4%	-3%	0.9%
Cc1ccc(S(=O)(=O)Cn2nnnc2CN2CCN(Cc3ccc4c(c3)OCO4)CC2)cc1	-1.6%	4%	14%	1%	-4.4	103	1%	5%	5%	-0.7%
CC(C)c1nnc(NC(=O)CCC(=O)N2CCN(C3c4ccccc4-c4ccccc43)CC2)s1	0.5%	2%	2.5%	5%	3.9	62	2%	13%	-1%	3.6%
COc1ccc(C2=CC(c3ccco3)n3ncnc3N2)cc1 (stereo not drawn)	-0.8%	21%	0.7%	-4%	1.1	81	?	11%	48%	nt
C=CCNC(=S)NNC(=O)c1ccc(OCCC)cc1	-0.2%	35%	2.0%	14%	0.1	40	14%	-4%	-10%	6.6%
COc1ccccc1C1NC(=O)NC(C)=C1C(=O)OC1CCCC(C)C1 (stereo not drawn)	-1.2%	4%	0.3%	7%	2.0	62	-10%	4%	9%	4.1%
COc1ccc(-c2noc(CCCC(=O)Nc3cccnc3)n2)cc1OC	0.0%	3%	-1.2%	2%	0.6	37	-3%	5%	5%	1.0%
CC1(C)Cc2nc3sc(C(=O)NCCCO)c(N)c3cc2CS1	0.3%	5%	-1.2%	0%	-0.9	42	-2%	-1%	31%	1.2%
COc1ccc(C(=O)NCCN2C(=O)S/C(=C\c3cccnc3)C2=O)cc1[N+](=O)[O-]	0.1%	8%	0.1%	12%	-0.5	66	-1%	18%	9%	-1.3%
O=C(CCS(=O)(=O)Cc1ccc(Cl)cc1)NCCCN1CCOCC1	-0.3%	2%	6.1%	5%	2.7	61	-1%	10%	1%	nt
COC(=O)c1ccc(OC(=O)/C=C/c2ccco2)cc1	-0.4%	4%	0.3%	14%	6.7	40	-4%	5%	-1%	1.3%
O=C(NCc1ccccn1)c1cc2ccccc2oc1=O	0.1%	-1%	0.5%	-1%	-1.3	80	-3%	5%	0%	1.6%
Clc1ccc(Cc2noc(Cc3ccccc3)n2)cc1Cl	0.5%	4%	3.1%	6%	1.6	77	-2%	1%	1%	1.0%
CCOC(=O)C1(Cc2ccccc2Cl)CCN(S(C)(=O)=O)CC1	-0.9%	3%	0.3%	5%	0.7	34	-9%	11%	0%	1.7%

3 entries already listed, ordered by the number in Dengue-2 NS5 capping, high to low:
Molecule | West Nile antiviral | Large T inhibition | SIAH1 antagonists | Dengue-2 NS5 capping | MgcRacGAP inhibition | AID2073 | RSV antiviral HEp-2
O=C(CCS(=O)(=O)Cc1ccc(Cl)cc1)NCCCN1CCOCC1 | -0.3% | 2% | 5% | -1% | 10% | 1% | nt
O=C(NCc1ccccn1)c1cc2ccccc2oc1=O | 0.1% | -1% | -1% | -3% | 5% | 0% | 1.6%
COC(=O)c1ccc(OC(=O)/C=C/c2ccco2)cc1 | -0.4% | 4% | 14% | -4% | 5% | -1% | 1.3%
